# Source: PubChem (several laboratories)
# PMI act: activators of human phosphomannose isomerase; P34949; purified human PMI, coupled resazurin fluorescence, 20 min; hits give high values; 1 = vehicle control, 0 substrate-free wells; activation factor at 20 µM; 0.005% of 190,000 active; AID 1214;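 active means activation factor of 2 or more at 20 µM, relative to plate controls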
# Target sequence (P34949 whole entry, looked up): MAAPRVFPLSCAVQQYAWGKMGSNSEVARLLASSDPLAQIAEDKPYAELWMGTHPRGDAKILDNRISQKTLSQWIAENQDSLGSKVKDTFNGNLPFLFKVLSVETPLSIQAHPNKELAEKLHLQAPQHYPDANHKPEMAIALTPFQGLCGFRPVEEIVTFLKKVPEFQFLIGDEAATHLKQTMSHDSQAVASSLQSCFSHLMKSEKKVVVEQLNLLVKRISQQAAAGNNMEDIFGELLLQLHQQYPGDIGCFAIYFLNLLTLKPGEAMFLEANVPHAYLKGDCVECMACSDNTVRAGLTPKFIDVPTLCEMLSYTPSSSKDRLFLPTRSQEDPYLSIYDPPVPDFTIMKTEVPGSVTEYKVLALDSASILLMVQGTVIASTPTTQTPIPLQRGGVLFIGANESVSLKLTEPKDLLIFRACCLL
# TNAP act hiacc: activators of human TNAP at high phosphate acceptor concentration; P05186; purified TNAP, CDP-star luminescence, 1 M DEA, 30 min; hits give high values; 0 = EDTA background, 1 = DMSO-only activity; activation factor at 20 µM; 200,000 tested, under 10 active; AID 1136;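 active means activation factor at least 2 at 20 µM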
# Target sequence (P05186 whole entry, looked up): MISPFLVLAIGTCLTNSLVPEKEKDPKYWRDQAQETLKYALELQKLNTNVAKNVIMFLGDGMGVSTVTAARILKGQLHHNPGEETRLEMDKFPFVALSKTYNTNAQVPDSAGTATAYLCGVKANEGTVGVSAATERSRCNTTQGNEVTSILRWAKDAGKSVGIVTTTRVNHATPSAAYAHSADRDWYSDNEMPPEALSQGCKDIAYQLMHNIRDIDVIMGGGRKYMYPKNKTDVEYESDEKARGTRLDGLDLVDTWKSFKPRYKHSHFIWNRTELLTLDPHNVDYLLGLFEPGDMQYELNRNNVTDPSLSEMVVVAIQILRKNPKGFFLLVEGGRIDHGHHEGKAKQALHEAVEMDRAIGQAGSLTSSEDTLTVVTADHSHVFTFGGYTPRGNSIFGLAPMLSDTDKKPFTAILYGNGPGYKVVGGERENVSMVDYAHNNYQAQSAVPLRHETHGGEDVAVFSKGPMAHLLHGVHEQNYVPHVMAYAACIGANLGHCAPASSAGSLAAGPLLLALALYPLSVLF
#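 Control set: EDTA negative control, DMSO positive control / Assay system: human TNAP / Quantity: TNAP 1/800 final / Evaluation: TNAP activation factor scaled between EDTA and DMSO control wells / Measured by: luminescent substrate turnover signal / Compound dosing: one dose, 20 µM / Times: 30 min enzyme reaction at room temperature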
# FLuc act counter: affects firefly luciferase, flagging false hits in luciferase stimulation screens; P08659; ATPlite luciferase biochemical, luminescence, 10 min; 0 = ATP-free wells, 1 = DMSO control; activation factor at 10 µM; 200,000 tested, under 10 active; AID 1027;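 active means luciferase activation factor, scaled between plate controls, of at least 2 with compound at 10 µM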
#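 Material: luciferase plus luciferin reagent, cell-free. Medium: PBS buffer for ATP. Also added: ATP substrate, dispensed from a 10.24 µM working solution in PBS. Doses: test compounds dosed from 2 mM stocks in 100% DMSO. Incubation: 10 min post-reagent at room temperature. Technique: light output (luminescence). Read-out basis: luminescence gain marking luciferase activators.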
# PMI act satM6P: PMI (human) activation, high substrate; P34949; coupled PMI enzyme assay, resazurin fluorescence, 20 min; hits give high values; 1 = untreated enzyme, 0 = substrate-free blank; activation factor at 20 µM; 0.34% of 190,000 active;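 active means activation factor of 2 or more at 20 µM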
#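 Test system: human phosphomannose isomerase with PGI, G6PDH, diaphorase coupling enzymes; Amount: PMI at 15 ng/mL final; Reagent: Mannose-6-phosphate 1.0 mM (near-saturating) plus 0.22 mM NADP+; Timing: 20 min, room temperature; Technique: resorufin fluorescence at Ex 544/Em 590 nm; Dosing: 20 µM single dose.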
# NF-kB expr up: compounds increasing NF-kB expression in human neuronal cells. NF-kB reporter expression; hits give high values. fold change at 12.5 µM. 1.6% of 190,000 active. AID 1239; in the data active means fold change above about 3.3
# FLuc inh counter: counter-screen for luciferase assay inhibitors: firefly luciferase inhibition | P08659 | ATPLite firefly luciferase biochemical luminescence, 10 min | inhibition, % at 10 µM | 1.5% of 200,000 active;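 active means inhibition above about 50% when tested at 10 µM, limit read from the data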
# APP 5'UTR act: APP 5'UTR luciferase reporter activation. activation, % at 2 µM. SH-SY5Y APP 5'UTR luciferase reporter, luminescence; zero percent = DMSO vehicle wells. 1% of 190,000 active. AID 1276;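 active means activation above a set limit, based on mean plus 3 SD of controls, cut at about 140% in these data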; further: values of inactives mirror those of a sister screen read the other way
# TNAP inh noacc: inhibitors of human TNAP without phosphate acceptor. inhibition, % at 20 µM. purified TNAP, CDP-star luminescence, 30 min. 0.26% of 200,000 active. P05186;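 active means tissue-nonspecific alkaline phosphatase inhibition above about 50% at 20 µM in the single-dose screen, limit read from the data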;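 further: 0% = DMSO negative control and 100% = EDTA positive control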
# TNAP inh hi DEA: TNAP (human) inhibition, high acceptor. purified TNAP, CDP-star luminescence, 1 M DEA. inhibition, % at 20 µM. 0.03% of 200,000 active;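 active means over 50% inhibition of tissue-nonspecific alkaline phosphatase at 20 µM in the single-dose screen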;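 further: plate controls were DMSO wells for no effect and EDTA-quenched wells as full inhibition for full effect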
# bIAP activator: increases bovine intestinal alkaline phosphatase activity | activation factor at 20 µM | AID 1016 | purified bovine IAP, CDP-star luminescence, 30 min; hits give high values; fold of DMSO-control signal, blank-subtracted | 0.17% of 200,000 active;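 active means activation factor of 2 or more at 20 µM, a signal rise over negative controls twice the positive control's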
# * hit, by the source's call.
SMILES,PMI act,TNAP act hiacc,FLuc act counter,PMI act satM6P,NF-kB expr up,FLuc inh counter,APP 5'UTR act,TNAP inh noacc,TNAP inh hi DEA,bIAP activator
O=Cc1ccc(-c2ccc(Cl)cc2Cl)[nH]1,0.9,1,1,1,1.21,2.3,5.1,-29.7,-4.1,1
COC(=O)N/N=C(\C)c1ccc(OC(F)F)cc1OC(F)F,0.9,1,1,1,0.9,-4.1,30.3,5.6,0.8,0.9
O=C(COC(=O)CCC1CCCC1)Nc1ccc(Cl)cn1,0.8,1,1,0.9,1.09,3.7,0.0,-6.9,-3.6,0.9
Cc1ccc(CNC(=O)CSCc2ccc(F)cc2)cc1,1,1,1.1,1,1.14,-7.5,4.8,-9.6,-0.6,0.8
CCOCCCNC(=O)/C(C#N)=C/c1ccc([N+](=O)[O-])o1,1.1,1,1,0.8,0.45,3.1,-38.7,2.2,-2.7,1.2
Cc1ccc(OCc2nnc(SCCN3CCOCC3)n2C)cc1,1,1,1.1,1,1.24,-7.2,-4.7,3.6,-3.6,1
CC(Cc1ccsc1)NC(=O)CCc1nnc(CCc2ccccc2)o1 (configuration not stated),0.9,1,1.1,1,1.06,-5.1,7.2,-13.0,-4.2,0.9
N#Cc1c(N)n(CCNC(=O)c2ccc(Cl)cc2)c2nc3ccccc3nc12,1,1,1,0.8,0.77,-2.1,13.2,-9.2,-1.4,1
O=C(NCc1ccc2c(c1)OCO2)C1CCC(CNc2c(N3CCCC3)c(=O)c2=O)CC1 (configuration not stated),0.9,1,1,0.9,1.08,-4.8,-6.2,-11.9,0.0,1
Cc1ccc(S(=O)(=O)NCCOc2nc(N3CCOCC3)nc(N3CCOCC3)n2)cc1,0.9,1,1,0.9,1.17,-0.9,-9.9,-4.5,0.3,1
CC(/C=N/NC(=O)c1cc(-c2cccs2)[nH]n1)=C\c1ccccc1,0.9,0.9,1,1,0.93,1.1,-4.7,39.6,9.7,0.9
Cc1ccc(NC(=O)CSc2ccc(-c3ccco3)nn2)c(C)c1,1.1,1,0.9,1,1.32,7.3,11.1,-9.3,-1.0,1
c1csc(-c2nc3ccccc3[nH]2)c1,1.1,1,0.8,1,1.75,24.0,23.3,-2.9,1.2,0.6
COc1ccc(-n2ncc(S(=O)(=O)c3ccccc3)c2-c2ccc(Cl)cc2)cc1,0.8,1,1,0.8,0.62,1.7,-6.5,-8.7,1.3,0.9
Cn1c(NC(=O)c2cccs2)cc(=O)n(C)c1=O,1.1,1,1,1.1,1.14,-4.1,2.3,-14.5,-2.3,1.1
O=C(Cc1ccccc1)NCCSCc1ccc(Cl)cc1,0.9,1,1,0.9,1.04,-2.1,3.6,-9.8,-3.4,1
COc1ccc(S(=O)(=O)ON=C2CC(C)(C)N(C(C)=O)C(C)(C)C2)cc1,1.1,1,1.1,1.2,1.11,-5.8,9.3,6.8,2.2,1.1
CCCC1CCc2c(sc(NC(=O)c3cccs3)c2C(N)=O)C1 (configuration not stated),1,1,0.8,1,1.2,21.1,-5.2,4.4,1.8,1
O=C(CCC(=O)OCC(=O)c1ccc(Br)cc1)Nc1ccc(Br)c2cccnc12,0.9,1,1,1,1.08,-0.2,-3.9,-4.0,-2.0,0.7
COC(=O)CC1=C(C(=O)OC)C(c2ccncc2)C(C#N)=C(N)O1 (configuration not stated),0.9,1,1.1,1,0.87,-6.4,-3.6,-10.8,-3.4,1
CC(C(=O)N1CCOCC1)c1ccc([N+](=O)[O-])cc1 (configuration not stated),0.9,1.1,1.1,1,1.12,-9.4,16.7,12.1,-5.1,1
COC(=O)c1cccc(S(=O)(=O)N2CCC(C)CC2)c1,0.9,1,1.1,0.9,1.08,-8.7,7.2,-6.9,-4.7,0.9
O=C(c1ccccc1)N1CCN(c2ccc([N+](=O)[O-])c(NCc3cccnc3)c2)CC1,0.9,0.8,1,0.8,1.01,-4.2,-3.9,9.0,19.1,1
CC(=O)c1cccc(NC(=O)COC(=O)c2cccs2)c1,1.1,1,0.9,1,1.15,5.0,-24.7,2.9,3.1,1.1
O=C(Nc1ncccc1Cl)c1ccc2c(c1)OCCO2,1.1,1,0.6,1,2.85,37.1,54.8,4.5,2.6,1.1
# Following part
SMILES,PMI act,TNAP act hiacc,FLuc act counter,PMI act satM6P,NF-kB expr up,FLuc inh counter,APP 5'UTR act,TNAP inh noacc,TNAP inh hi DEA,bIAP activator
NC(=O)Cc1nc2scc(-c3ccc(Cl)cc3)c2c(=O)[nH]1,1,1.1,1,0.9,0.99,-1.4,12.5,-8.2,-5.0,0.9
CC(=O)Nc1ccc(S(=O)(=O)N2CCSC2C(=O)O)cc1 (configuration not stated),1,1,1,1,1.21,2.5,-8.2,-6.8,-0.5,1
COc1cccc(C(=O)N/N=C2/SCC(=O)N2CCc2ccc(OC)c(OC)c2)c1,1,1,1,1,0.99,-4.0,-4.2,5.9,-1.2,0.9
CC(C)(O)C#CC#CCN1CCOCC1,1,1,1,1,1.06,-4.4,4.8,-7.3,-0.5,0.8
COc1cccc(CN2CCC(CO)(CC3CCCCO3)CC2)c1 (configuration not stated),1,1,1,1,1.34,-2.3,23.7,-5.2,-2.3,1.1
COc1ccc(NC(=S)Nc2cccc(S(=O)(=O)N3CCCCC3)c2)cc1,1,1,1,1,0.83,0.4,4.3,-3.8,-2.1,0.5
COc1cc(CCC(=O)OCC(=O)Nc2c(C)cccc2C(C)C)cc(OC)c1OC,0.9,1,1,1,1.09,-3.9,14.9,-21.4,-0.5,0.8
Nc1cc2c(cc1C(=O)c1ccc(Cl)cc1)OCCO2,0.9,1,1,0.8,1.27,-1.3,-7.9,-10.1,4.2,0.6
CC/C(=N/NC(=O)c1ccc(Br)cc1)c1ccc(OCCN2CCOCC2)cc1,1,1.1,1.1,1.1,1.56,-8.7,13.9,-1.7,-5.8,0.9
Nc1nc(-c2cccs2)c(CC(=O)O)s1,0.8,0.9,1.1,1.1,1.5,-5.1,4.2,-1.9,5.2,1
O=C(CNC(=O)c1ccccc1Cl)OCC(=O)N1CCc2ccccc21,1,1,0.8,0.9,2.71,15.7,9.3,-1.8,0.1,1
O=C(N/N=C/c1cc([N+](=O)[O-])c(N2CCOCC2)cc1N1CCOCC1)c1cccnc1,1.1,0.9,1,1.1,1.23,-3.4,-12.0,-1.7,5.5,1
O=C(NCc1cccc(Cl)c1)c1cccnc1,0.9,1,0.9,0.9,1.05,9.1,1.6,-1.0,0.0,1
CCCCCOC(=O)C(C)Sc1n[nH]c(=O)[nH]c1=O (configuration not stated),1.2,1,1.1,1.1,1.21,-6.1,-10.6,-0.4,-2.7,1
O=C(CCCn1cnc([N+](=O)[O-])n1)Nc1cccc(O)c1,1,1,1,0.8,0.93,-0.8,-3.8,-3.2,-3.3,1.2
CN(C)C=NC1=NN(c2cccc(C(F)(F)F)c2)CC1,0.8,1,1,0.9,1.29,3.2,6.9,-17.3,-3.1,0.9
CCCCNC(=O)C1(c2ccc(OC)cc2)CCOCC1,0.9,1,1,1,1.14,-1.4,10.8,-5.9,3.5,1
COC(=O)c1ccccc1NC(=O)C1CCN(S(=O)(=O)c2cc(C)ccc2OC)CC1,0.9,1.1,1.1,0.9,0.66,-10.7,3.7,-5.6,-7.2,1
O=C(O)CC1CCCC(c2ccccc2)C1=O (configuration not stated),1.1,1,1,1.1,1.02,-2.5,-0.8,-9.9,-0.4,0.8
O=C(CSc1nncs1)NC1CCCc2ccccc21 (configuration not stated),1.1,1,1.1,0.8,1.18,-8.5,10.4,-13.8,-3.3,1
O=S1(=O)CC(O)C(Nc2ccc(Cl)cc2)C1 (configuration not stated),1,1,1,1,1.08,-0.5,5.6,-9.4,0.8,1.1
COc1ccccc1-n1cnnc1SCC(=O)Nc1cccc(S(=O)(=O)N2CCCCC2)c1,0.9,1,1,0.9,0.84,-4.6,4.3,-13.0,-2.1,1
COc1cccc(C2=NOC(C(=O)NCc3ccccc3)C2)c1 (configuration not stated),0.9,1,1.1,0.9,1.19,-7.7,-20.0,-3.5,-2.2,1
CCOc1ccc(N(C)S(=O)(=O)c2ccc(C)c(C(=O)OCC(=O)c3c[nH]c4ccccc34)c2)cc1,0.8,1,1,0.8,0.7,-2.7,25.4,-3.8,0.2,1
O=C(Nc1ccc(S(=O)(=O)N2CCOCC2)cc1)c1ccc2c(c1)S(=O)(=O)c1ccccc1C2=O,1,1.1,1,1,0.85,-4.8,4.2,-8.9,-5.3,1.1
# Following part
SMILES,PMI act,TNAP act hiacc,FLuc act counter,PMI act satM6P,NF-kB expr up,FLuc inh counter,APP 5'UTR act,TNAP inh noacc,TNAP inh hi DEA,bIAP activator
CC(C)C1CC(c2csc(N)n2)CCO1 (configuration not stated),1.1,1.1,1,1,1.04,-3.6,4.5,-12.6,-7.2,1
Nc1c(S(=O)(=O)c2ccccc2)cnc2c(-c3ccc(F)cc3)cnn12,1,1,1.1,1,1.36,-5.5,8.3,-5.8,-0.4,0.8
Cc1ccccc1OCC(=O)NC1=NCCS1,1,1.1,0.7,1,1.9,28.8,52.8,-7.6,-6.3,0.8
Cn1c(NC(=O)c2ccc(Cl)s2)cc(=O)n(C)c1=O,1.2,0.9,1.1,1.1,1.13,-5.1,-0.3,5.1,6.6,1
COc1ccc(-n2c(SCC(N)=O)nc3nc4c(cc3c2=O)COC(C)(C)C4)cc1,1,1,1,0.9,1.07,-4.5,8.2,-8.0,-2.5,0.9
CN(C)S(=O)(=O)c1ccc(C(=O)OCC(=O)c2ccc(OC(F)F)cc2OC(F)F)cc1,1,1,1.1,0.9,1.13,-6.5,-5.6,-4.8,-1.9,0.9
CN(CC(=O)Nc1ccc(N2CCOCC2)cc1)CC(=O)Nc1cccc(C#N)c1,1,1,1.1,1,1.15,-6.4,-6.4,0.5,-3.7,1
NC(=O)CSc1nnc(Cc2csc(Nc3ccc(F)cc3)n2)n1Cc1ccccc1,0.9,1,1.1,1,1.23,-5.6,10.1,-4.6,3.0,1
Cc1ccsc1/C=C1\CCc2ccccc2C1=O,0.7,1.1,0.1,0.8,3.55*,92.3*,138.0*,-13.7,-6.3,0.5
CC(=O)c1cc(CN2CCCCC2)cc(OC(C)C)c1,1.3,1,1.1,1.3,1.07,-6.0,-11.3,-2.4,-4.5,0.9
CCOCc1nnc(NC(=O)CCc2ccccc2)s1,1,1,1,1,1.24,-4.0,0.7,-10.8,-2.7,0.9

# In another format: results already given.
Compound: Cc1ccsc1/C=C1\CCc2ccccc2C1=O
  PMI act: 0.7; TNAP act hiacc: 1.1; FLuc act counter: 0.1; PMI act satM6P: 0.8; NF-kB expr up: 3.55*; FLuc inh counter: 92.3*; APP 5'UTR act: 138.0*; TNAP inh noacc: -13.7; TNAP inh hi DEA: -6.3; bIAP activator: 0.5

Compound: NC(=O)CSc1nnc(Cc2csc(Nc3ccc(F)cc3)n2)n1Cc1ccccc1
  PMI act: 0.9; TNAP act hiacc: 1; FLuc act counter: 1.1; PMI act satM6P: 1; NF-kB expr up: 1.23; FLuc inh counter: -5.6; APP 5'UTR act: 10.1; TNAP inh noacc: -4.6; TNAP inh hi DEA: 3.0; bIAP activator: 1

Compound: CN(C)S(=O)(=O)c1ccc(C(=O)OCC(=O)c2ccc(OC(F)F)cc2OC(F)F)cc1
  PMI act: 1; TNAP act hiacc: 1; FLuc act counter: 1.1; PMI act satM6P: 0.9; NF-kB expr up: 1.13; FLuc inh counter: -6.5; APP 5'UTR act: -5.6; TNAP inh noacc: -4.8; TNAP inh hi DEA: -1.9; bIAP activator: 0.9
